From PubChem BioAssay
GASC-1 inh – inhibitors of GASC-1 histone demethylase, primary screen, biochemical, fluorescence, DELFIA europium; inhibition, % at 2.35 µM; 330,000 compounds, 0.069% hits; AID 2099, 2009; GST-JMJD2C(1-420) H3K9me3 demethylation;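 active = more than half of a compound's replicate wells show inhibition beyond 50%, single wells judged on their own value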;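 also: signal counts dimethyl H3K9 product captured on neutravidin plate; 0% = median of DMSO wells and 100% = 0.3 times that DMSO median; strong numbers were not always called active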
Target sequence (Q9H3R0 1-420 limits assumed): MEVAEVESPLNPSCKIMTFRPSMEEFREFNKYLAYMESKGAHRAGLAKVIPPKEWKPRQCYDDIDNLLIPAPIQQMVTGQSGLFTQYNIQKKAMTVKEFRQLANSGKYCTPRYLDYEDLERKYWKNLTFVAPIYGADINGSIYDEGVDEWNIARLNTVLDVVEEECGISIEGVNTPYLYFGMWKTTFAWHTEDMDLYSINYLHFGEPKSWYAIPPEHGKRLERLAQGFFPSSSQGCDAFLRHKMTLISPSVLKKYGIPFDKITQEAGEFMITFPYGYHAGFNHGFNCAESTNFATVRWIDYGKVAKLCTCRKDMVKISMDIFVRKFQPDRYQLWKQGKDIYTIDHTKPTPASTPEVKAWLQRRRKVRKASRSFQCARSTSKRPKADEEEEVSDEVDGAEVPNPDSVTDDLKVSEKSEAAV
PP5 inh – PP5 phosphatase inhibitors, primary screen, biochemical, fluorescence. 320,000 compounds, 0.18% hits. inhibition, % at 6.7 µM. Serine/threonine-protein phosphatase 5 (Homo sapiens), P53041. purified PP5c, OMFP substrate fluorescence. AID 1987, 2009;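 active = inhibition above the campaign's mean inhibition across all tested compounds plus 3 SD, cut at about 9.5% in these data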;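 also: 0% = DMSO only and 100% = 100 µM cantharidin control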
Yeast superoxide – reduction of superoxide in aged yeast, primary screen, HTS; S. cerevisiae aged cells, superoxide DHE fluorescence; active compounds read low; 330,000 compounds, 0.18% hits; AID 2690, 2010; superoxide response (% of plate mean), % at 10 µM;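 active = superoxide response under a set limit, about three screen SD below normal, cut at about 65% in these data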;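 also: yeast aged for seven days with compound at 30 °C before DHE staining; 100% = average MFI of all compound-treated wells on the plate with controls excluded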
EBNA-1 inh – EBNA-1 DNA-binding inhibitors, primary screen, biochemical, fluorescence polarization; inhibition, % at 14.8 µM; 300,000 compounds, 0.34% hits; in the data active = inhibition above about 28%
TPT1 inh – Candida albicans TPT1 enzyme inhibitors, primary screen, biochemical, fluorescence polarization. tRNA 2'-phosphotransferase TPT1 (Candida albicans SC5314). recombinant caTPT1, FP RNA substrate dephosphorylation. inhibition, % at 5 µM. 300,000 compounds, 0.81% hits;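 active = inhibition above the mean of all tested compounds plus 3 SD, set per screening campaign, cut at about 24% in these data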;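 also: plate controls were DMSO alone for no effect and ferristatin control at 100 nM for full effect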
CTSL1 counter – Fasciola hepatica cathepsin L1 inhibitors, primary screen, counter-screen for PFM18AAP inhibitor project, biochemical, QFRET, fluorogenic peptide substrate; recombinant F. hepatica cathepsin L1, Z-Leu-Arg-MCA fluorescence; inhibition, % at 5.96 µM; 300,000 compounds, 0.49% hits; AID 1906, 2009;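 active = inhibition above the mean of all tested compounds plus 3 SD, set per screening campaign, cut at about 17% in these data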;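 also: 0% = plate median of test compound wells and 100% = 1 µM Z-Phe-Ala-diazomethylketone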
ZTA DNA inh – ZTA (EBV) inhibition in EBNA-1 counter-screen; P03206; ZTA-DNA binding, fluorescence polarization; 320,000 compounds, 0.15% hits; inhibition, % at 11 µM; AID 2234; in the data active = inhibition above about 33%
Target sequence (P03206 whole entry, looked up): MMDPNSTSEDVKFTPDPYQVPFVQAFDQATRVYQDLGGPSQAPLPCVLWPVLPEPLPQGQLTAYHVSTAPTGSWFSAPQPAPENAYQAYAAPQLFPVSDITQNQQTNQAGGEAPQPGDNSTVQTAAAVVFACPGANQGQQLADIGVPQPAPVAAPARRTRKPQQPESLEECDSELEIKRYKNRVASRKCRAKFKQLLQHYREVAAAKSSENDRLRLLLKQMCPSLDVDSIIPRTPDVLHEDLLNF
core dimer inh – inhibitors of HCV core protein dimerization, primary screen, biochemical, TR-FRET, high-throughput; TR-FRET GST/Flag-core106 dimerization, 1536-well; inhibition, % at 5 µM; 300,000 compounds, 0.33% hits;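 active = inhibition above the mean of all tested compounds plus 3 SD, set per screening campaign, cut at about 45% in these data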
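Assay system: GST-tagged and Flag-tagged HCV core protein residues 1-106 / Times: compound-protein-antibody incubation 4 h at 22.5 °C / Signal: time-resolved FRET, ex 340 nm, em 617 and 671 nm / Evaluation: % inhibition based on acceptor/donor emission ratio / Benchmarks: wells lacking GST-core106 and wells with excess unlabelled core106 / Repeats: singlicate, one well per compound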
PP1 inh – PP1-alpha phosphatase inhibitors, primary screen, counter-screen for PP5 inhibitor project, biochemical, fluorescence, OMFP substrate, single point; purified PP1alpha; inhibition, % at 6.7 µM; 320,000 compounds, 0.9% hits;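 active = inhibition above the mean inhibition of all tested compounds plus 3 SD, computed separately for each screening campaign, cut at about 15% in these data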
Target sequence (P62136 whole entry, looked up): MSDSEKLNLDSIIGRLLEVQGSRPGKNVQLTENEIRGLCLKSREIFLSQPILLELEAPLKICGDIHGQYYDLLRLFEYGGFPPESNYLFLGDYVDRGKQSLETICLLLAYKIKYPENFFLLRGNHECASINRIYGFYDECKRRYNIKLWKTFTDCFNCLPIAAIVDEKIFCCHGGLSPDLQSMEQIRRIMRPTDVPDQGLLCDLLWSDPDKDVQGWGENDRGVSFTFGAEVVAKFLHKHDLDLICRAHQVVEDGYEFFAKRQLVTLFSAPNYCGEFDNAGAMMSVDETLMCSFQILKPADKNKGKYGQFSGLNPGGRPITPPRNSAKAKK
Starred values were filed as active, the others as inactive; x = no result given.

SMILES	GASC-1 inh	PP5 inh	Yeast superoxide	EBNA-1 inh	TPT1 inh	CTSL1 counter	ZTA DNA inh	core dimer inh	PP1 inh
C=CCOc1ccc2cccc(/C=N/NC(=O)c3cc4cc([N+](=O)[O-])ccc4s3)c2c1	-9	3.6	111	-10	2	-1	-9	3	0
COc1ccc2c(c1)CC[C@@H]1[C@@H]2CC[C@]2(C)C(=O)CC[C@@H]12	4	-0.3	116	-3	-4	-2	-4	20	-7
O=C(CCCN1C(=O)C2C3C=CC(C3)C2C1=O)N1CCN(c2ccccc2)CC1 (configuration not stated)	2	1.3	103	1	0	-8	-6	1	0
CCOC(=O)CNC(=O)c1cnn2cccnc12	1	1.8	101	-7	-2	0	-9	-6	-1
Cc1cccc(C)c1NC(=O)Nc1ccc(S(N)(=O)=O)cc1	4	2.3	96	-9	-2	0	2	3	-3
COc1ccc(NS(=O)(=O)c2ccc(C)c(C(=O)NCCCN3CCCC3=O)c2)cc1	8	3.8	98	x	x	x	-7	x	1
C=CCNC(=O)[C@H]1N2C(=O)c3ccccc3C2SC1(C)C (some centres not stated)	0	0.0	90	-3	-1	-1	4	9	0
O=S(=O)(/N=C(/c1ccc(F)cc1)N1CCCCC1)c1ccc(Cl)cc1	16	1.1	107	6	-1	-6	16	3	1
O=C(Cn1nnc(-c2cccc(C(F)(F)F)c2)n1)N1CCCCCC1	2	3.0	119	-8	5	2	1	4	6
CCOC(=O)c1ccc(NC(=O)CSc2nnc(CC)o2)cc1	4	1.6	90	5	0	4	-7	-4	-15
COc1ccc(N=C2SC(C(=O)N3CCN(c4ccccc4)CC3)CC(=O)N2C)cc1 (configuration not stated)	12	1.8	93	7	-1	2	10	15	-2
N#Cc1ccc(OCC(O)CN2CCN(CC(O)COc3ccc(C#N)cc3)CC2)cc1 (configuration not stated)	23	-1.2	111	2	-5	1	-7	-2	-4
CCC(C)[C@H](NS(=O)(=O)c1ccc(C)cc1)C(=O)N1CCC(C(=O)N[C@H](C(=O)O)c2ccccc2)CC1 (some centres not stated)	7	1.5	69	10	-3	-4	-7	1	0
COCOc1ccc(/C=C2/Oc3cc(OCOC)cc(OCOC)c3C2=O)c(OCOC)c1	-25	2.7	95	-3	8	3	5	-5	5
COc1cccc(-c2c(C(=O)N/N=C(\C)c3ccco3)nnn2-c2nonc2N)c1	8	1.0	114	-4	2	-1	-13	1	-1
CCOC(=O)/C=C/C(=O)Nc1cccc([N+](=O)[O-])c1	2	-1.1	108	5	1	18*	5	0	-1
Cc1ccc(-c2csc3nnc(SCC(=O)NCc4ccc5c(c4)OCO5)n23)cc1	-28	3.8	89	-1	-2	-5	6	4	-2
CCOc1ccccc1NC(=O)Cn1nnc(C(=O)NCCc2ccc(OC)c(OC)c2)c1N	10	3.0	96	-12	2	3	0	-6	-2
CC1=NCCN1S(=O)(=O)c1cccc([N+](=O)[O-])c1	1	-1.9	108	-6	-2	1	-5	-4	-3
CC(C)(C)OC(=O)N1Cc2ccccc2C[C@H]1C(=O)NCC(=O)NCC1CCCO1 (some centres not stated)	19	-1.9	110	3	0	-1	18	5	1
CC(C)(CNC(=O)/C=C/c1ccc(F)cc1)CNC(=O)/C=C/c1ccc(F)cc1	2	3.8	87	3	3	-2	9	-1	-5
CC(C)Cc1cc(C(=O)Nc2cc(Cl)ccc2Cl)no1	4	-0.3	99	2	-1	0	6	-1	-1
CCOc1ccc2nc(N3C(=O)CNC3=S)sc2c1	0	0.3	90	4	0	3	-10	-5	0
CC(=O)c1cccc(NC(=O)C2CCCN(S(=O)(=O)c3ccc(F)cc3)C2)c1 (configuration not stated)	19	2.7	106	-8	-7	-1	-5	4	-4
Cc1[nH]ccc2c1[nH]c1cc(=O)ccc12	-7	1.0	96	8	0	2	12	7	-2
CCOC(=O)c1c(C)[nH]c(C)c1S(=O)(=O)NCC1CCN(Cc2ccccc2F)CC1	-7	-0.5	110	-5	-4	-2	11	1	-5
O=C(Nc1cccc(C(=O)N2CCN(Cc3ccccc3)CC2)c1)c1ccccc1	-2	-0.4	94	-1	-4	-1	3	0	1
O=C(CCNS(=O)(=O)c1cccc2nsnc12)NCc1cccs1	-3	2.9	109	-6	-1	0	10	-3	-3
Cc1cccc(C(CC(=O)O)n2cccc2)c1 (configuration not stated)	-3	0.7	94	-3	3	-3	-1	7	-3
Cc1cc(=O)oc2ccc(OCC(=O)NCc3ccco3)cc12	1	2.3	95	10	-2	0	-4	-3	0

The final 4 records of the section before come first, to join the parts:
SMILES	GASC-1 inh	PP5 inh	Yeast superoxide	EBNA-1 inh	TPT1 inh	CTSL1 counter	ZTA DNA inh	core dimer inh	PP1 inh
O=C(Nc1cccc(C(=O)N2CCN(Cc3ccccc3)CC2)c1)c1ccccc1	-2	-0.4	94	-1	-4	-1	3	0	1
O=C(CCNS(=O)(=O)c1cccc2nsnc12)NCc1cccs1	-3	2.9	109	-6	-1	0	10	-3	-3
Cc1cccc(C(CC(=O)O)n2cccc2)c1 (configuration not stated)	-3	0.7	94	-3	3	-3	-1	7	-3
Cc1cc(=O)oc2ccc(OCC(=O)NCc3ccco3)cc12	1	2.3	95	10	-2	0	-4	-3	0
COc1ccc(CNC(=O)/C=C/c2ccc(S(=O)(=O)NCc3ccco3)cc2)cc1OC	6	1.4	106	-9	4	3	-6	-3	-1
Cc1ccccc1-c1nc(CS(=O)CC(=O)NC2CC2)c(C)o1 (configuration not stated)	4	0.1	127	5	-2	-3	6	6	-6
Clc1ccccc1N=C1NN=C(c2cccs2)CS1	-5	0.4	122	-2	2	1	-3	2	1
Cc1cc(C)n(-c2ncc3c(n2)N(C)CCOC3=O)n1	-4	-1.2	91	4	0	5	2	3	-3
CCOC(=O)Cn1nc(C)c(NC(=O)COc2cccc(Cl)c2)c1C	-2	1.7	94	8	1	-5	11	0	-3
CC1(C)NC(=O)N(CC(=O)NNC(=O)c2ccccc2F)C1=O	-10	3.1	94	x	x	x	-3	x	-2
O=C(c1cccs1)c1coc2ccc(O)c(CN3CCOCC3)c12	x	0.8	106	4	-1	0	17	-3	-7
O=C(NC1CCCC1)c1nc2c(nnn2Cc2cccc(Cl)c2)c(=O)[nH]1	3	-2.2	95	4	-2	0	5	10	21*
O=S(=O)(c1ccc(Oc2ccc(F)c(Cl)c2)nc1)N1CCOCC1	-10	-1.0	89	1	-1	0	-6	-2	-1
NC(=O)c1ccc(NC(=O)c2cc(S(=O)(=O)N3CCCCC3)ccc2N2CCOCC2)cc1	x	1.8	80	x	x	x	-4	x	1
COc1ccc(/C(C)=N/NC(=O)c2nnn(-c3nonc3N)c2CN(C)c2ccccc2)cc1	-7	1.5	143	9	2	-2	0	16	1
COc1cccc(CNC(=O)CSc2nc3ccc(C)cc3[nH]2)c1	-1	0.0	96	-21	-4	2	-6	-10	-1
CCC(C(=O)c1ccc2ncccc2c1)c1ccccc1 (configuration not stated)	-2	1.1	111	2	-1	3	-3	3	-1
CCOc1ccc(N2C(=O)CSC2c2ccncc2)cc1 (configuration not stated)	12	-0.2	85	-4	-3	3	-21	-2	-1
CN(C)c1ccc2c(O)cc(=O)n(C)c2c1	9	-0.1	129	-3	2	-1	5	-2	-3
CC(=O)OCC(=O)Nc1ccc(N=Nc2ccccc2)cc1	0	0.4	105	2	-2	-13	0	-1	-2
Cc1ccc(C)c(SCC(=O)NC(=O)NC2CCCC2)c1	x	2.2	85	x	x	x	-2	x	-1
Cc1ccc(OCC(=O)Nc2ccc(N3CCN(S(C)(=O)=O)CC3)cc2)c(C)c1	-17	-2.3	100	9	2	4	17	8	0
CC(C)(C)OC(=O)NCCCC[C@H](NC(=O)c1nc[nH]c1C(=O)NCc1ccccc1)C(=O)OC(C)(C)C	25	7.4	98	-3	-4	2	10	8	11
Cc1cc(C)cc(OCC(=O)Nc2cc(NC(=O)COc3cc(C)cc(C)c3)cc(C(=O)O)c2)c1	-18	6.8	98	8	-2	5	5	13	13
O=C(NC1CCN(S(=O)(=O)c2ccccc2)CC1)c1ccccc1	14	3.1	89	4	0	3	2	2	-6
CC(=O)Nc1sc2c(c1C(c1ccccc1Cl)N1CCN(CCO)CC1)CCCC2 (configuration not stated)	-2	0.0	96	2	-3	6	16	-6	-1
Cc1cc(C)c2c(=O)[nH]c(SCC(=O)Nc3ccc(Br)cc3)nc2n1	5	0.0	110	-4	2	4	-18	8	-2
CCN(C(=O)CN1C(=O)NC(c2ccccc2)(c2ccccc2)C1=O)c1ccccc1	-42	2.0	106	2	-1	2	-1	-2	0
Cc1cc(NCCCOC(C)C)n2c(nc3ccccc32)c1C#N	3	0.7	94	-10	3	7	-12	5	0
Cc1ccsc1C(=O)NCC(=O)OCc1ccccc1	2	0.1	115	-7	0	-32	4	-2	-5
Cc1ccc(NC(=O)CNc2ccc(N3CCOCC3)cc2)cc1S(=O)(=O)N(C)C	x	-0.8	99	-1	-3	1	-2	1	-3
CCn1c(Cc2c(C)[nH]c3ccccc23)nnc1SCC(=O)NCc1ccco1	x	3.1	95	-4	-5	-4	-17	5	-2
CC(=O)C(C)n1c(CN(C)Cc2ccccc2)nc2c1c(=O)n(C)c(=O)n2C (configuration not stated)	3	-0.3	98	-5	1	1	4	-2	-4
CCOC(=O)Cc1csc(NS(=O)(=O)c2ccc3c4c(cccc24)C(=O)N3CC)n1	34	1.5	92	-2	-5	-1	5	6	5
CCCCn1c(Cc2ccccc2)nnc1SCC(=O)N1CCOCC1	-1	0.4	89	-2	-5	3	0	7	2
CC1CCN(C(=S)Nc2ccc3nc4n(c(=O)c3c2)CCCCC4)CC1	-5	2.4	113	-2	1	-3	-2	0	-3
O=[N+]([O-])c1cccc(C2=NCCS2)c1	-7	2.7	101	3	0	2	-1	-3	3
COc1ccc(Cl)cc1NC(=O)/C=C/C(=O)O	34	-0.4	108	-8	0	7	-2	0	2
O=c1[nH]c2cc3c(cc2cc1CN(CCO)S(=O)(=O)c1ccccc1Cl)OCCO3	-6	-1.5	134	5	0	1	2	2	-3
CC12CC3(C)CC(C)(C1)CC(C(=O)NC1=NCCS1)(C2)C3	1	3.8	96	5	2	0	0	-6	0
COC(=O)c1c(NC(=O)CCl)sc(C(=O)N2CCOCC2)c1C	-2	0.9	97	-6	-2	35*	9	12	1
O=C(CCc1ccccc1)NNc1cc(N2CCCCC2)nc(N2CCCCC2)n1	-13	5.5	97	-11	10	6	7	0	-4
COc1ccc(/C=N/N=C/c2ccc(OC)c(O)c2)cc1O	4	1.9	98	-2	-2	6	-10	-7	-1
O=C(NCc1ccc(Cl)cc1)N1CCOCC1	-1	2.8	103	13	-3	5	-14	-10	0
CCC(C)NCCCCOc1cc(C)cc(C(C)C)c1 (configuration not stated)	6	-2.5	95	5	-5	4	-17	-8	-2
Cc1[nH][nH]c(=O)c1N=Nc1ccc(Br)c(Cl)c1	-4	4.5	107	-10	-2	0	-12	-7	14
Cn1ccs/c1=N\C(=O)Nc1cccc(C(F)(F)F)c1	1	1.7	136	5	-2	2	-5	9	-7
O=C(Cn1ncnn1)OCc1ccccc1Cl	-7	-0.8	97	-5	-3	3	12	-6	-1

Rows are unselected; 3.1% or so of the library scored in one or more.
